Source: PubChem BioAssay (National Center for Advancing Translational Sciences (NCATS))
TDP-43 yeast inh: inhibitors of TDP-43 toxicity in yeast | Potency, µM (top dose mostly 46.1 µM), for the others: at the top dose growth rescue (activation), actives largely listed as activators | TDP-43 expressing yeast growth rescue, BacTiter-Glo, 24 h | 410,000 compounds, 1.8% hits | AID 652104; further: potency means the concentration at half of the fitted maximal effect; % of control where 0% means no effect; nearly all actives have a fitted effect of over 50% in size
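Readout is BacTiter-Glo luminescence of cell growth, so inhibitors register as activators. TDP-43-expressing yeast at OD600=0.02 in galactose medium, after raffinose pregrowth to mid-log, were incubated with compound for 24 hr at 30 deg C.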
pAkt inh: inhibitors of Akt phosphorylation; Neuro2A IGF-stimulated pAkt S473 HTRF, 20 min; active compounds read low; activity change, % for hits at 50 µM; 360,000 compounds, 0.32% hits; in the data active means activity change below about -80%; inconclusive means mostly about -51% to -80%; further: on the % scale 0 is the no-effect control and ±100 the full control effect
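Neuro2A cells (4,500/well, DMEM with 0.5% FBS) were treated with compound at a single 50 µM final concentration, stimulated with 6 nM IGF for 20 min at 37 °C, and lysed. Phospho-Akt Ser473 was read by HTRF as 665/615 ratio ×10^4.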
MmCpn inh: blocks the Methanococcus maripaludis chaperonin Mm-Cpn; purified Mm-Cpn ATPase, ADP Transcreener TR-FRET; Potency, µM (doses to about 76.9 µM), for the others: at the top dose activity, negative = inhibition, actives largely listed as inhibitors; AID 504842; 330,000 compounds, 0.031% hits; further: potency means the concentration at half of the fitted maximal effect; on the % scale 0 is the no-effect control and ±100 the full control effect; nearly all actives have a fitted effect of over 80% in size
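Purified archaeal chaperonin (25 nM final) was preincubated with compound for 10 min at 37°C, then ATP (10 uM final) was added for 30 min at 37°C in Tris pH 7.4/KCl/MgCl2/DTT buffer. ADP was quantified by HTRF Transcreener TR-FRET.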
HEK293 tox: cytotoxicity in counter-screen for GLP-1R inverse agonists; HEK293 cAMP-luciferase reporter cells, luminescence, 24 h; Potency, µM (doses to about 38.3 µM), for inactives: at the top dose activity change, negative = inhibition, hits mostly inhibitors; 410,000 compounds, 0.13% hits; AID 624418;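 further: loss of luciferase light is scored as toxicity; potency means the concentration at half of the fitted maximal effect; on the % scale 0 is the no-effect control and ±100 the full control effect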
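Seeding density was 200 cells/uL; after overnight-length (12 h) culture, 23 nL compounds went on for 24 h at 37 °C. Readout used a luciferase detection reagent, luminescence taken after 12 min at room temperature.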
GLP1R inv ag: GLP-1 receptor (human) inverse agonism | P43220 | HEK293 GLP-1R CRE-luciferase, luminescence, 24 h; GLP-1R form is constitutively active | Potency, µM (top dose mostly 38.3 µM), for the others: top-dose activity change, negative = inhibition, hits mostly inhibitors | 410,000 compounds, 1.6% hits | AID 624417; further: potency means the concentration at half of the fitted maximal effect; on the % scale 0 is the no-effect control and ±100 the full control effect; nearly all actives have a fitted effect of over 55% in size
Target sequence (P43220 whole entry, looked up): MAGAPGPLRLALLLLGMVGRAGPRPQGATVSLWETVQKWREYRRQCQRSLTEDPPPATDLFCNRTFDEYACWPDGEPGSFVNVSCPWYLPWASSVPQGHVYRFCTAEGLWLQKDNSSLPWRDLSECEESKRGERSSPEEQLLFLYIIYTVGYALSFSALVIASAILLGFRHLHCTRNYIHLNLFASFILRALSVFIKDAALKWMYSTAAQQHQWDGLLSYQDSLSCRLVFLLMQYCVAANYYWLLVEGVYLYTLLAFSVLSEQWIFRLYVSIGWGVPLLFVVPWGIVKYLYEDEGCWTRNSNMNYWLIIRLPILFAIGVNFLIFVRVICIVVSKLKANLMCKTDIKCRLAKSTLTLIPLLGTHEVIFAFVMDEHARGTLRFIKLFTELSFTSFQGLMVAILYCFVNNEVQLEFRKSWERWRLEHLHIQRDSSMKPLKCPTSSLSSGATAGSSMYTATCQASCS
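qHTS in 1536-well format: reporter HEK293 cells expressing constitutive GLP-1R activity in DMEM + 10% Nu serum, 24 hr with compounds at 37 deg C, luminescence read after 12 min with detection reagent.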
PTHR1 ag: agonists of human PTHR1 parathyroid hormone receptor | Potency, µM (titrated, usually from 115 µM), for inactives: at the highest dose activation, usual class: activators | HEK293 GP2 PTHR1 cells, GloSensor cAMP luminescence, 1 h | Q03431 | 410,000 compounds, 0.075% hits; further: potency means the concentration at half of the fitted maximal effect; nearly all actives have a fitted effect of over 55% in size; some results filed as inactive show a strong effect at the top dose; inactives centre near -15; many of its hits are not listed in these tables
Target sequence (Q03431 whole entry, looked up): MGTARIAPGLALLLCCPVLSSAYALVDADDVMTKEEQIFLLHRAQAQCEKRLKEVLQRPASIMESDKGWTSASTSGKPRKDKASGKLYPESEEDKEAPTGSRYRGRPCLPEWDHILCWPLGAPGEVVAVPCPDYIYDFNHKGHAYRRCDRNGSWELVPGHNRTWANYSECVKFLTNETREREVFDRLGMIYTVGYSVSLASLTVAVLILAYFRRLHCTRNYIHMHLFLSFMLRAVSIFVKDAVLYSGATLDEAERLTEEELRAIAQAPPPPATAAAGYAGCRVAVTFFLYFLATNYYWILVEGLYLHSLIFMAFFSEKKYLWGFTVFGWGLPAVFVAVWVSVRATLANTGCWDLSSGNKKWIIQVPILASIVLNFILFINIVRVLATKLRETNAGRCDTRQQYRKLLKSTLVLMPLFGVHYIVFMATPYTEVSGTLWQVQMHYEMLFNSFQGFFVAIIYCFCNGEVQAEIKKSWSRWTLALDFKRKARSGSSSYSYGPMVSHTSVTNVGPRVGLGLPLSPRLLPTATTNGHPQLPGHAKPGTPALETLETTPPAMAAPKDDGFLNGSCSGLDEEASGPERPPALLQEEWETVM
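HEK-293-derived GP2 cells expressing PTHR1 and a GloSensor cAMP reporter, 3,000/well, plated overnight, given luciferin plus IBMX (each 0.5 mM as added) for 1 h at 37 °C, then compound for 1 h at 37 °C. Luminescence was read after 15 min at room temperature.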
FUS yeast rescue: rescues growth of FUS-expressing yeast; Potency, µM (highest dose often 76.6 µM), for inactives: at the highest dose growth rescue (activation), usual class: activators; S. cerevisiae FUS-expressing, growth rescue, OD600, 24 h; 390,000 compounds, 0.24% hits;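 further: potency means the concentration at half of the fitted maximal effect; plate controls were DMSO vehicle for no effect and reference control for full effect; nearly all actives have a fitted effect of over 55% in size; some results filed as inactive show a strong effect at the top dose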
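Restored growth of FUS-toxic S. cerevisiae, read as 600 nm absorbance after 24 h at 30C in galactose medium (starting OD 0.005). Controls CP55940 and DMSO.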
aSyn rescue: rescues yeast growth from alpha-synuclein toxicity. Potency, µM (top dose mostly 46.1 µM), inactives show top-dose growth rescue (activation), usual class: activators. Yeast expressing alpha-synuclein, growth rescue, BacTiter-Glo, 24 h. 370,000 compounds, 0.14% hits; further: potency means the concentration at half of the fitted maximal effect; % of control where 0% means no effect; nearly all actives have a fitted effect of over 65% in size
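Galactose-induced alpha-syn yeast (OD600=0.02, raffinose-pregrown) + pinned cpd, 24 hr, 30 deg C; growth by BacTiter-Glo luminescence. Growth restoration scores as activation.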
Abeta rescue: compounds reversing amyloid beta toxicity in yeast; yeast expressing A-beta42, growth rescue, OD600, 48 h; response scale: 0% DMSO, 100% iron-clioquinol control; Potency, µM (doses to about 46.1 µM), without a hit: at the top dose growth rescue, usual class: activators; 410,000 compounds, 0.063% hits; further: potency means the concentration at half of the fitted maximal effect; nearly all actives have a fitted effect of over 55% in size
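Growth rescue measured by 600 nm absorbance after 48 h yeast culture at 30 C with compound. Values normalized between DMSO and an equimolar ferric chloride plus clioquinol control.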
Numbers without * were called inactive; i = inactive; ? = inconclusive; · = not tested or not shown; [ ] = another dose, or the depositor's remark. Unless noted, the call rests on the fitted dose curve; in most records, active means well fitted curve in the direction sought with a large enough effect; inconclusive means small, poorly fitted or top-dose-only effect, or another doubt; inactive means no such curve, though single readings can be large; an effect the other way counts as inactive or inconclusive. An excerpt; the hit share may differ from the screen's.

molecule	TDP-43 yeast inh	pAkt inh	MmCpn inh	HEK293 tox	GLP1R inv ag	PTHR1 ag	FUS yeast rescue	aSyn rescue	Abeta rescue
Cc1ccc2c(C)c(C(=O)N(Cc3cccs3)C3CCS(=O)(=O)C3)oc2c1 (stereo not drawn)	7%	i	-1%	24%	?	-6%[57.5 µM]	32%	17%	-6%
CC1=C(C(=O)Nc2ccc(C)cc2)C(c2cccs2)NC(=S)N1 (stereo not drawn)	2%	i	0%	-8%	33%[activator]	i	·	0%	0%
O=C(CSc1ccccn1)N1CCc2ccccc21	9%	i	-2%	-4%	-16%	-16%	7%	-3%	4%
COc1ccc(C(=O)COC(=O)CCS(=O)(=O)c2ccc(C)cc2)c(OC)c1	27%	i	-2%	4%	23%	-11%	16%	2%	-1%
CC(C)c1ccc(NC(=O)CSC2=Nc3ccccc3C3=NC(CC(=O)NCc4ccc(F)cc4)C(=O)N23)cc1 (stereo not drawn)	?	·	·	4%	1%	i	-15%	·	-13%
COc1ccc(OCC(=O)Nc2ccc3oc(=O)ccc3c2)cc1	12%	i	-4%	0%	1%	1%	15%	-6%	1%
Cc1cc(C(C)(C)C)ccc1OCCOCCN1CCCC1	0%	i	0%	6%	13µM*	i	1%	-2%	-13%
O=C(Oc1ccc[nH]c1=O)C1CC1	23%	i	·	2%	?	i	-13%	-3%	-5%
CS(=O)(=O)c1ccc(N2CCOCC2)c(S(C)(=O)=O)c1	-8%	i	-1%	-16%	2%	i	8%	0%	8%
O=c1c2cn[nH]c2nc(SCc2ccc3c(c2)OCCO3)n1-c1ccccc1	-10%	i	0%	-22%	45%[activator]	i	?	2%	21%
COc1ccc(Nc2nc(N)nc(CSc3nc4cc(OC)ccc4s3)n2)cc1	20µM*	·	·	2%	?	-7%	?	·	-17%
CCN(CC)C(=O)CSc1nc2cc3c(cc2c(=O)n1CCCC(=O)NCc1ccc2c(c1)OCO2)OCO3	13%	·	·	0%	2%	-16%	42%	·	-9%
Cc1ccc(NC(=O)NCc2cccn2Cc2ccccc2)cc1F	2%	·	·	-2%	-4%	i	2%	·	-13%
O=C(Nc1cc(Cl)ccc1Cl)c1cc(-c2ccco2)on1	-5%	i	?	1%	16%	-28%	25%	4%	-5%
COc1cc(/C=N/NC(=O)c2ccc3nc[nH]c3c2)cc(OC)c1OC(C)=O	11%	i	·	-3%	0%	i	-4%	-2%	-2%
CCCCOc1ccc(C(=O)Nc2ccc3c(c2)OCO3)cc1	14%	i	2%	-8%	?	-28%	-13%	-7%	·
Cc1ccnc(SCC(=O)c2cccc([N+](=O)[O-])c2)n1	?	i	0%	-7%	17%	i	0%	-2%	-6%
O=C(NNC(=O)C1CCCCC1)C(=O)NC1CCCCC1	-7%	i	0%	3%	-20%	-6%[57.5 µM]	9%	1%	3%
O=C(Cc1c(F)cccc1Cl)N/N=C/c1cccs1	15%	i	-3%	-5%	-26%	i	-8%	1%	6%
CC1=CC(=O)[C@@H](OC(=O)Nc2ccc(C)cc2)[C@@H](c2ccccc2Br)N1C	2%	i	·	0%	4%	-22%	0%	0%	-9%
C=CC[C@@H](CC(=O)N[C@@H](CO)Cc1ccccc1)C(=O)N[C@H](COC(=O)[C@@H](CC=C)Cc1ccc(F)cc1)Cc1ccccc1	11%	i	3%	4%	?	-9%	10%	1%	4%
CCc1nc(C)ccc1OCC(=O)NCCCN(C)C	-29%	i	-5%	1%	8%	25%[57.5 µM]	21%	-8%	-23%
COC(=O)Cn1c(=O)c2c(nc3n2CCN3c2ccc(F)cc2)n(C)c1=O	14%	·	·	12%	0%	i	-18%	·	-31%
CCOC(=O)c1sc(N2C(=O)c3oc4cc(C)c(C)cc4c(=O)c3C2c2cccc(O)c2)nc1C (stereo not drawn)	19%	·	·	13%	8%	-25%	8%	·	4%
COc1ccc(/C=C(/C(=O)c2ccc(Cl)cc2Cl)n2cncn2)cc1	?	i	2%	1%	?	-33%[inhibitor]	24%	?	-21%
O=C(NC1(C(F)(F)F)C(=O)Nc2c1c(=O)[nH]c(=O)n2-c1ccc(Cl)cc1)c1ccccc1F (stereo not drawn)	-5%	·	·	-5%	6%	19%	12%	·	-1%
Cn1ncc(Cl)c1C(=O)Nc1cccc(Cl)c1	7.1µM*	i	2%	4%	6%	i	8%	7%	-22%
O=C(c1ccccc1)N1N=C(c2ccco2)CC1c1cccs1 (stereo not drawn)	-3%	i	-1%	-1%	4%	-16%	24%	3%	-3%
Cc1ccc(S(=O)(=O)NC(=O)NCCc2ccccc2)cc1	14%	i	1%	-6%	0%	-1%	2%	2%	11%
O=C(Nc1nc(-c2ccccc2)cs1)c1cccc([N+](=O)[O-])c1C(=O)O	0%[0.397 µM]	i	0%	6%	1%	i	9%	-1%	-1%
CCNC(=O)C1(C)CCCN(C(=O)c2cc(-c3cccs3)oc2C)C1 (stereo not drawn)	5%	i	·	-2%	6%	-43%[inhibitor]	-25%	-4%	-1%
Cc1ccc(C)c(C(=O)c2c(C)nc3sccn23)c1	?	i	-2%	-17%	6%	i	-11%	-10%	-17%
CCOC(=O)c1ccc(CN(Cc2ccc(C)cc2)S(=O)(=O)c2ccc(NC(C)=O)cc2)cc1	-7%	·	·	-6%	?	i	41%	·	4%
O=C(CN(CCO)c1ccccc1)Nc1ccc(Cl)c(S(=O)(=O)N2CCOCC2)c1	-15%[0.397 µM]	i	2%	-7%	2%	-13%	25%	1%	2%
CN(c1ccccc1)c1nc(N)c([N+](=O)[O-])c(NC2CCCCC2)n1	-11%	i	0%	11%	49%[activator]	-12%	-26%	-5%	12%
CCCCn1nnnc1NCc1ccc(N(CC)CC)cc1	-13%	i	0%	0%	1%	-4%	38%	2%	-8%
O=C(c1ccc2nc(Cc3cccc(Cl)c3)oc2c1)N1CCOCC1	30%	i	1%	16%	41%[activator]	-17%	·	13%	-1%
COc1ccc(NC(=O)N(C)C[C@H]2Oc3ccc(NC(=O)Cc4ccccc4)cc3C(=O)N([C@H](C)CO)C[C@@H]2C)cc1	-25%	i	-2%	5%	9%	1%	32%	-2%	-2%
CC(C)C(=O)Nc1c(-c2cccs2)c(=O)c2ccccc2n1C	0%	i	-1%	3%	1%	i	15%	0%	25%
CC1(Oc2ccc(F)cc2)CCN(Cc2ccccc2OC(F)F)C1 (stereo not drawn)	3%	i	·	-17%	?	i	-2%	-1%	-13%

Among those listed so far, these have an NH in an aromatic ring.
molecule	TDP-43 yeast inh	pAkt inh	MmCpn inh	HEK293 tox	GLP1R inv ag	PTHR1 ag	FUS yeast rescue	aSyn rescue	Abeta rescue
O=C(Oc1ccc[nH]c1=O)C1CC1	23%	i	·	2%	?	i	-13%	-3%	-5%
O=c1c2cn[nH]c2nc(SCc2ccc3c(c2)OCCO3)n1-c1ccccc1	-10%	i	0%	-22%	45%[activator]	i	?	2%	21%
COc1cc(/C=N/NC(=O)c2ccc3nc[nH]c3c2)cc(OC)c1OC(C)=O	11%	i	·	-3%	0%	i	-4%	-2%	-2%
O=C(NC1(C(F)(F)F)C(=O)Nc2c1c(=O)[nH]c(=O)n2-c1ccc(Cl)cc1)c1ccccc1F (stereo not drawn)	-5%	·	·	-5%	6%	19%	12%	·	-1%

Other entries follow:
molecule	TDP-43 yeast inh	pAkt inh	MmCpn inh	HEK293 tox	GLP1R inv ag	PTHR1 ag	FUS yeast rescue	aSyn rescue	Abeta rescue
COc1ccccc1NC(=O)c1ccc(COc2ccccc2OC)o1	-6%	i	0%	-4%	-9%	i	-4%	-18%	-5%
CC(C)C(c1nnnn1C1CCCC1)N1CCOCC1 (stereo not drawn)	3%	i	1%	0%	6%	-9%[57.5 µM]	9%	3%	1%
Cc1ccc(SCc2[nH]nc3c2C(c2cccnc2)C(C#N)=C(N)O3)cc1 (stereo not drawn)	-20%	i	0%	1%	0%	-11%[57.5 µM]	10%	1%	2%
Cc1cc(NC(=O)CSc2nnnn2-c2ccc(C)c(Cl)c2)no1	-13%	i	2%	-6%	-6%	10%	-2%	-6%	-18%
C[C@@H](NCCCn1ccc(NC(=O)OCc2ccccc2)nc1=O)c1cccc2ccccc12	18%	i	·	?	?	-9%	3%	0%	0%
O=C(NCCCN1CCOCC1)c1cc(-c2ccc(Br)cc2)nc2ccccc12	-12%	i	0%	6%	?	i	6%	1%	-5%
CCOC(=O)C1CCN(CC(=O)Nc2cc(S(=O)(=O)N3CCCCC3)ccc2Cl)CC1	10%	i	-1%	4%	?	-39%[inhibitor]	19%	-5%	0%
COc1ccc(CNC(=O)C2(C)Cc3c(-c4ccc(C(N)=O)cc4)ccnc3O2)cc1OC (stereo not drawn)	8%	i	·	4%	20%	-37%[inhibitor]	8%	2%	-1%
Cc1ccccc1C(=O)Nc1ccccc1C(=O)OCc1cc(=O)n2ccsc2n1	-20%	·	·	17%	13%	7%	-14%	·	-18%
